# From PubChem BioAssay
# SMARCA2 act – SMARCA2 function activation, primary screen; AID 652017; activation, % at 9.1 µM; 370,000 tested, 1% active; MG213 cells, MMTV-luciferase reporter, dexamethasone, overnight; in the data active = activation above about 7.8%;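 also: 0% = vehicle wells and 100% = reference activator wells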
# ssDAF-12 act – activators of S. stercoralis DAF-12 nuclear receptor; HEK293 ssDAF-12/GRIP1 lit1-tk-luc reporter, luminescence; % of 3 µM dafachronic acid response; activation, % at 6.8 µM; 370,000 tested, 1% active;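 active = activation above the mean over all tested compounds plus 3 SD, cut at about 0.9% in these data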;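 also: 0% = DMSO-only wells and 100% = 3 µM delta7-dafachronic acid wells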
# FXN GAA850 act – activators of GAA850 frataxin (FXN) promoter; HEK293 lucGAA850 FXN promoter luciferase reporter, 24 h; percent of 10 µM SAHA response; activation, % at 6 µM; 360,000 tested, 0.56% active; AID 540364;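 active = activation above the average of all compounds screened plus 3 SD, cutoff fixed separately per campaign, cut at about 7.5% in these data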;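 also: 0% = DMSO wells and 100% = 10 µM SAHA wells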
# hcDAF-12 act – H. contortus DAF-12 activation, primary screen; 370,000 tested, 1.4% active; activation, % at 6.8 µM; HEK293 hcDAF-12 lit1-tk-luc reporter, luminescence; 0% DMSO, 100% Δ7-dafachronic acid;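 active = activation above the mean of all tested compounds plus 3 SD, cut at about 5.5% in these data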;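 also: 100% = response to 3 µM Δ7-dafachronic acid high control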
# NPR2 activator – GC-B (human) receptor activation | HEK293-GC-B cells, CNP EC30, cGMP TR-FRET; 0% at EC30 CNP, 100% saturating CNP | activation, % at 10 µM | 370,000 tested, 0.11% active;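 active = activation at 10 µM reaching about 35% in either raw or pattern-adjusted values, limit read from the data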
# GC-A act – GC-A (human) enzyme activation. P16066. HEK293 GC-A cells, cGMP TR-FRET, EC30 ANP; 0% at EC30 ANP, 100% saturating ANP. activation, % at 10 µM. 370,000 tested, 0.14% active; in the data active = activation above about 40%
# KLK7 zymogen act – activates the human kallikrein-7 zymogen; purified proKLK7, EDANS-DABCYL substrate fluorescence; 100% is mature enzyme control, 0% vehicle; activation, % at 7 µM; 370,000 tested, 0.9% active; AID 652039;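 active = activation above the mean of all tested compounds plus 3 SD, computed per campaign excluding outliers beyond control limits, cut at about 13% in these data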
# Target sequence (P49862 whole entry, looked up): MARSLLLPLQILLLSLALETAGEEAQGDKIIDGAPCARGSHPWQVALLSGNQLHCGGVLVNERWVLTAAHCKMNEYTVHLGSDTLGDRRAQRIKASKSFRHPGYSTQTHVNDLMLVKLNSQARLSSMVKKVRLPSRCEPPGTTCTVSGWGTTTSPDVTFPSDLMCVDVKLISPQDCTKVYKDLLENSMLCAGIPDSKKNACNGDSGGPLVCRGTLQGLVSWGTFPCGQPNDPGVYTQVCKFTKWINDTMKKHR
# DAX1 inh-1 – DAX1 (NR0B1) inhibition, primary screen | AID 652010 | inhibition, % at 6.8 µM | 370,000 tested, 1.1% active | HEK293T StAR-luciferase reporter, SF-1/DAX-1 repression relief;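 active = inhibition above the mean over all tested compounds plus 3 SD, cut at about 3.6% in these data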;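 also: 0% = DAX-1 cells with DMSO and 100% = cells lacking DAX-1 with DMSO; higher inhibition means more luminescence from relief of DAX-1 repression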
# hgDAF-12 ag – agonists of H. glycines DAF-12 nuclear receptor; HEK293 GAL4-hgDAF12 UAS-luciferase reporter, agonist luminescence; normalized to butyrate control; activation, % at 6.8 µM; 370,000 tested, 1.8% active;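 active = activation above a cutoff set at the mean of all screened compounds plus 3 SD, cut at about 10% in these data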;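 also: 0% = DMSO wells and 100% = sodium butyrate wells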
# DAX1 inh-2 – inhibits human nuclear receptor DAX1 | HEK293 Gal4-DAX1 luciferase reporter, luminescence | inhibition, % at 6.75 µM | 340,000 tested, 0.99% active | AID 504766;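 active = inhibition above the mean over all tested compounds plus 3 SD, cut at about 4.2% in these data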;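 also: 0% = DAX1-transfected cells with DMSO and 100% = empty-vector control cells with DMSO; inhibition shows as a rise in luminescence from relieved DAX1 repression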
# Target sequence (P51843 207-470 limits assumed): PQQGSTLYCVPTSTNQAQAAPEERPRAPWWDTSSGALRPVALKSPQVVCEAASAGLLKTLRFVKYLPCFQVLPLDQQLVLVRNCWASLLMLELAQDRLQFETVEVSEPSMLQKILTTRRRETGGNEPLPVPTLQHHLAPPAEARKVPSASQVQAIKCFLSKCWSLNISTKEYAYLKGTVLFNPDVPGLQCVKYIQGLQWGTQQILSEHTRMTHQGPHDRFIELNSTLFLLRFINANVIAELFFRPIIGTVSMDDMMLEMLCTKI
# sPLA2-III inh – Inhibits HGIII-sPLA2 liposome hydrolysis, primary screen; 370,000 tested, 0.56% active; Q9NZ20; inhibition, % at 12.2 µM; QFRET BODIPY PC-A2 liposome hydrolysis, fluorescence; AID 743126;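 active = inhibition above mean plus 3 SD of compounds lying within the high and low control bounds, cut at about 19% in these data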;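 also: 0% = median of test compound wells and 100% = no enzyme DMSO wells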
# Target sequence (Q9NZ20 whole entry, looked up): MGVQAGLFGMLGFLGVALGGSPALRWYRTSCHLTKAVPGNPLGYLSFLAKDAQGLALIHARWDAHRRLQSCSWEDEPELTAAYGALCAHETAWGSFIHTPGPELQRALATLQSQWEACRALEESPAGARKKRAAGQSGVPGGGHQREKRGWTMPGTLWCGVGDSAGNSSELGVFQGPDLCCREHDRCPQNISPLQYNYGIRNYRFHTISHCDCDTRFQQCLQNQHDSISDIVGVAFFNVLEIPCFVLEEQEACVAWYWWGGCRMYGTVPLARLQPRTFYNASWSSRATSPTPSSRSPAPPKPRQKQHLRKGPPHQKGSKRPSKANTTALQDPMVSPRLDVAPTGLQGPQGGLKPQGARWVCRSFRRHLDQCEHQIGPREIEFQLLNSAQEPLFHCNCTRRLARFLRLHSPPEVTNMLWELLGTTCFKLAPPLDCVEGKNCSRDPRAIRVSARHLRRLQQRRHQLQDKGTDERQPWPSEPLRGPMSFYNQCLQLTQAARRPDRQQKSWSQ
# * hit, by the source's call; nt = not tested or not shown. Compounds as they come; overall some 6.7% were active at least once.
Compound,DAX1 inh-2,sPLA2-III inh,KLK7 zymogen act,GC-A act,hcDAF-12 act,NPR2 activator,DAX1 inh-1,hgDAF-12 ag,SMARCA2 act,FXN GAA850 act,ssDAF-12 act
O=C(Nc1ccc(Cl)c(C(F)(F)F)c1)c1ccncc1,-0.9,-2,0.2,1,-0.3,-4,-1.0,1.4,0,-0.1,-2.3
O=C1C(=O)N(c2ccccn2)C(c2cccc([N+](=O)[O-])c2)/C1=C(/O)c1ccc(Br)cc1 (stereo unspecified),1.2,-9,0.5,-2,-1.0,3,0.5,-1.6,-2,1.2,-1.0
Cc1cc(C)cc(N(CCC#N)C(=O)CSc2nc3ccccc3c(=O)[nH]2)c1,0.1,4,-0.1,-1,1.3,6,-0.3,-3.0,-5,2.1,-1.3
Cc1ccc(S(=O)(=O)NN=Cc2ccco2)cc1,3.2,-5,0.7,-2,-2.4,-1,-0.6,-0.4,-2,1.6,-0.8
CN(C)C(CNC(=O)CCNS(=O)(=O)c1ccccc1C(F)(F)F)c1ccccc1 (stereo unspecified),0.3,5,0.8,-4,0.8,0,2.3,0.2,3,-0.4,-1.0
Cc1c(N(C)CS(=O)(=O)O)c(=O)n(-c2ccccc2)n1C,0.1,13,0.5,6,-0.1,3,-1.0,2.1,-5,1.8,-0.2
Cc1ccc(Cn2c(C3CCCN3c3nc(-c4ccc(F)cc4)cs3)nc3cc(Cl)c(Cl)cc32)cc1 (stereo unspecified),0.6,2,0.1,-3,0.1,-1,-0.3,0.3,0,1.2,-1.0
O=S(=O)(c1ccccc1)N1CCN=C1SCc1cccc(Cl)c1,-1.0,-1,0.2,2,-2.7,-5,-0.2,0.3,3,-1.1,-1.2
O=C(CNC(c1ccccc1)c1ccccc1)Nc1ccccc1F,1.2,-5,0.1,0,-2.0,-3,-0.3,-2.7,-2,-0.9,-0.7
CCCOC(=O)c1ccc(NC(=O)CCC(=O)OCC)cc1,0.3,-1,0.0,4,1.2,0,-0.1,1.7,7,3.9,-1.0
O=C(Cc1cccs1)N1CCN(S(=O)(=O)c2cc(Cl)ccc2Cl)CC1,0.2,-3,0.0,1,-0.8,0,2.6,-0.5,2,3.9,-1.2
COc1ccc(C2C(C(=O)OC(C)C)=C(C)N=c3s/c(=C\c4cccs4)c(=O)n32)cc1 (stereo unspecified),-0.8,0,0.3,3,-1.5,6,0.7,1.3,-1,0.6,-0.8
O=C1[C@@H]2[C@H](C(=O)N1n1cnnc1)[C@H]1C=C[C@@H]2C1,-0.3,-3,-0.5,-3,-0.1,0,-0.5,-2.0,1,0.4,-0.8
Cc1cc(C)nc(NS(=O)(=O)c2ccc(NC(=S)NC(=O)C(C)(C)C)cc2)n1,-0.2,-5,0.1,-2,-1.6,4,-0.3,-1.2,0,-0.9,-1.3
COCCNC(=S)N1CCN(c2nc(-c3ccc(F)cc3)cs2)CC1,-2.5,11,0.0,2,-0.5,-2,-0.5,-0.9,-1,0.6,-2.3
COc1ccc([C@H]2N[C@]3(CCCN(Cc4cccn4C)C3=O)[C@H]3C(=O)N(C)C(=O)[C@@H]23)cc1,1.4,-3,-0.5,3,-1.2,6,0.0,2.4,-1,0.2,-0.6
CCN1C(=O)[C@@H]2[C@@H](c3ccc(-c4ccc(Cl)c(Cl)c4)c(OC)c3)N3CCCC[C@@]3(C(=O)OC)[C@@H]2C1=O,-1.1,3,0.5,-1,-1.1,-5,0.4,-0.8,-1,-0.9,-1.3
Cc1cccc(NC(=O)c2nc[nH]c2C(=O)Nc2cccc(C)c2)c1,0.7,2,0.5,1,-0.6,-6,-0.3,2.5,-2,-1.5,-0.9
Cc1ccc(C(=O)Oc2ccccc2C(=O)N2CCOCC2)cc1,-0.6,0,0.4,-2,-0.1,-1,0.9,1.9,-2,3.9,-1.3
C/C(=C1/SC(N2CCCC2)=NC1=O)c1ccc(Br)cc1,-2.8,6,-0.7,-10,-3.0,-10,-0.9,-4.8,0,-2.7,-1.7

# Record cards (already shown). Screens in order: DAX1 inh-2	sPLA2-III inh	KLK7 zymogen act	GC-A act	hcDAF-12 act	NPR2 activator	DAX1 inh-1	hgDAF-12 ag	SMARCA2 act	FXN GAA850 act	ssDAF-12 act
# Entry for Cc1ccc(Cn2c(C3CCCN3c3nc(-c4ccc(F)cc4)cs3)nc3cc(Cl)c(Cl)cc32)cc1 (stereo unspecified) = 0.6	2	0.1	-3	0.1	-1	-0.3	0.3	0	1.2	-1.0
# Entry for COc1ccc(C2C(C(=O)OC(C)C)=C(C)N=c3s/c(=C\c4cccs4)c(=O)n32)cc1 (stereo unspecified) = -0.8	0	0.3	3	-1.5	6	0.7	1.3	-1	0.6	-0.8
# Entry for O=C(CNC(c1ccccc1)c1ccccc1)Nc1ccccc1F = 1.2	-5	0.1	0	-2.0	-3	-0.3	-2.7	-2	-0.9	-0.7
# Entry for Cc1ccc(S(=O)(=O)NN=Cc2ccco2)cc1 = 3.2	-5	0.7	-2	-2.4	-1	-0.6	-0.4	-2	1.6	-0.8
# Entry for Cc1cccc(NC(=O)c2nc[nH]c2C(=O)Nc2cccc(C)c2)c1 = 0.7	2	0.5	1	-0.6	-6	-0.3	2.5	-2	-1.5	-0.9

# New compounds follow:
Compound,DAX1 inh-2,sPLA2-III inh,KLK7 zymogen act,GC-A act,hcDAF-12 act,NPR2 activator,DAX1 inh-1,hgDAF-12 ag,SMARCA2 act,FXN GAA850 act,ssDAF-12 act
Cc1ccc2c(c1)-n1c(nc3cc(F)ccc3c1=O)C(Cc1ccccc1)NC2=O (stereo unspecified),nt,-4,0.2,-2,-0.4,8,-0.3,1.5,-1,nt,-1.6
Cc1cccc(C)c1-n1c(C)cc(/C=N/NC(=O)c2ccncc2)c1C,0.5,5,0.1,-1,-0.5,-3,0.4,-0.6,-1,0.4,-1.9
COc1cc(C(C[N+](=O)[O-])c2c(C)[nH]c3ccccc23)cc(OC)c1OC (stereo unspecified),0.0,-20,0.2,-4,2.2,-8,0.4,-1.1,-3,-0.7,-0.3
O=C(COC(=O)Cc1ccc(Br)cc1)NC1CC1,0.8,2,0.3,2,-0.8,2,0.5,0.9,3,2.8,-0.8
O=C(/C=C\c1ccc(-c2ccccc2)o1)c1ccccc1,-0.7,-9,-1.7,-1,0.7,-4,0.6,0.6,8.2*,12*,-0.6
COc1cc(/C=C\C(=O)O)cc(S(=O)(=O)N2CCCCCC2)c1OC,0.6,7,0.0,3,-1.6,1,-0.2,5.4,0,0.0,-1.3
CSCCC(NC(=O)c1ccccc1Br)C(=O)N1CCCCCCC1 (stereo unspecified),-0.2,7,0.7,0,-0.9,0,2.2,3.7,-3,1.5,-1.1
N#CCSc1n[nH]c2nc3c(c(=O)n12)C1(CCCC1)Cc1ccccc1-3,-0.4,-14,-15,11,-1.8,0,0.5,-1.1,-1,1.3,-1.0
COc1ccc(CN2C(=O)C(CC(=O)NCc3ccco3)CC(C(=O)N3CCOCC3)=C2C)cc1 (stereo unspecified),-0.3,13,-1.0,0,0.1,6,-0.2,1.3,-2,-0.7,-0.4
O=C(NCCNC(=O)c1cccnc1)c1ccc(Br)cc1,0.4,11,0.4,1,1.1,2,2.4,-0.2,-2,1.2,-0.6
O=C(c1cccs1)N1CCN(c2nnc(-c3ccccc3)c3ccccc23)CC1,-0.8,1,-0.4,-14,-3.3,-6,-1.8,-4.9,-1,-0.8,-3.0
CCOC(=O)CC(=O)Nc1ccsc1C(N)=O,1.0,-14,-0.3,-1,-0.6,1,0.4,-1.4,5,0.2,-1.3
CCOC(=O)C1=C(C)Nc2nnnn2C1c1c[nH]c2ccccc12 (stereo unspecified),nt,-15,-0.7,-9,3.0,-3,0.3,0.3,-1,nt,-0.4
CC12CC3(C)CC(C)(C1)CC(C(=O)NCC(=O)O)(C2)C3,-0.2,-3,-0.5,3,0.4,3,0.4,1.0,-4,6.2,-1.4
CSCCC(=O)N1CCC(n2nccc2NC(=O)CCc2ccccc2)CC1,-0.5,-2,0.1,3,0.0,3,0.4,1.0,1,0.9,-1.1
O=C1CN(C(=O)c2ccccc2Cl)c2ccccc2N1,1.0,21*,-0.4,-4,-2.6,3,0.0,-0.8,-3,0.9,-0.2
COc1ccc(-c2nc(C#N)c(NCCCN(C)C)o2)cc1OC,0.2,5,-35,-4,-0.7,-3,0.7,3.6,-1,3.5,-0.4
C/C(=N\NC(N)=O)c1cc(Cl)cc(Cl)c1O,nt,15,-3.7,-5,0.3,-10,0.0,2.1,-4,-4.7,-1.3
CC(=O)Nc1ccc(OCC(=O)N2CCC(Cc3ccccc3)CC2)cc1,0.1,-5,-0.8,-3,-2.0,7,-1.1,-2.6,-1,-1.6,-1.6
CC(C)N1CCc2c(sc(NC(=O)c3ccc(S(=O)(=O)N(C)CC4CCCO4)cc3)c2C(N)=O)C1 (stereo unspecified),-0.5,-8,3.0,-1,-1.7,-5,-1.0,-2.0,-1,-0.1,-1.2
CCN(CC)C(=O)CSc1nnc(-c2ccc(F)cc2)n1N,0.9,3,-0.2,3,1.7,5,-0.5,-0.7,0,1.3,-0.9
CC(=O)Nc1ccc(NC(=O)CN(C)S(=O)(=O)c2ccc3nc(C)sc3c2)cc1,0.1,3,0.0,6,-1.7,6,-0.4,-2.9,-3,2.6,-1.0
CCOC(=O)C1CCN(Cc2ccc(F)cc2F)CC1,-0.6,5,0.1,2,0.0,6,0.0,-0.8,-2,-0.3,-1.8
CC1(c2ccco2)NC(=O)NC1=O (stereo unspecified),-0.5,6,0.0,1,-0.3,2,0.3,2.9,-3,0.1,-1.0
Cc1nc2ccccc2n1/N=C/c1cccnc1,0.6,5,-0.7,-2,-1.3,0,0.1,0.2,-2,-1.7,-1.2
O=C1CCCc2c1nc(-c1ccc(F)cc1)n2O,0.7,8,8.0,3,1.5,4,0.1,-1.1,-3,0.2,-1.4
O=C(c1ccccc1)N1CCN(C(=O)c2ccccc2)C1c1ccccc1,0.7,6,-0.8,-7,-0.9,-8,-0.4,-1.2,1,0.6,-1.5
CN(Cc1ccccc1)S(=O)(=O)c1ccc(Cl)c(C(=O)NCCCN2CCCC2=O)c1,-0.1,1,0.3,-2,-2.7,-2,-1.7,-3.1,-1,1.2,-1.0
CN(C)c1ccc(/C=N/NC(=O)CNC(=O)c2ccncc2)cc1,1.4,3,0.6,-8,0.4,0,-1.1,-1.7,-2,-1.0,-0.8
COc1ccc(/C=C/C(=O)OCC(=O)N2c3ccccc3CC2C)cc1 (stereo unspecified),0.5,-1,-0.3,0,-0.5,4,1.1,6.1,-2,-0.7,-1.1
CCOC(=O)c1cnc2c(C(=O)OC)cccc2c1NCc1cccnc1,0.6,0,4.8,4,-1.8,2,-0.3,1.8,1,1.0,-1.5
COc1cccc(-c2cnc3c(NC=O)cc(-c4cc(C)c(O)c(C)c4)cn23)c1,nt,-17,0.1,-14,-4.2,-16,-4.7,-2.6,2,-4.1,-1.2
